From PubChem BioAssay
TDP1 block: inhibitors of human tyrosyl-DNA phosphodiesterase TDP1 | Q9NUW8 | recombinant TDP1, AlphaScreen DNA substrate cleavage | Potency, µM (doses to about 130 µM), for the others: top-dose activity change, negative = inhibition, usual class: inhibitors | actives 0.28% (n = 350,000); further: nearly all actives have a fitted effect of over 40% in size
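Signal: AlphaScreen proximity between streptavidin donor and anti-FITC acceptor beads on intact substrate. Reaction: Tdp1 1 nM, substrate 15 nM final, 5 min RT after 15 min compound preincubation.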
KAT2A inh: inhibitors of human GCN5L2 histone acetyltransferase. Q92830. GCN5L2 HAT assay, ThioGlo1 CoA-SH fluorescence. Potency, µM (doses to about 58.9 µM), without a hit: top-dose activity change, negative = inhibition, hits mostly inhibitors. actives 0.21% (n = 390,000). AID 504327
Target sequence (Q92830 whole entry, looked up): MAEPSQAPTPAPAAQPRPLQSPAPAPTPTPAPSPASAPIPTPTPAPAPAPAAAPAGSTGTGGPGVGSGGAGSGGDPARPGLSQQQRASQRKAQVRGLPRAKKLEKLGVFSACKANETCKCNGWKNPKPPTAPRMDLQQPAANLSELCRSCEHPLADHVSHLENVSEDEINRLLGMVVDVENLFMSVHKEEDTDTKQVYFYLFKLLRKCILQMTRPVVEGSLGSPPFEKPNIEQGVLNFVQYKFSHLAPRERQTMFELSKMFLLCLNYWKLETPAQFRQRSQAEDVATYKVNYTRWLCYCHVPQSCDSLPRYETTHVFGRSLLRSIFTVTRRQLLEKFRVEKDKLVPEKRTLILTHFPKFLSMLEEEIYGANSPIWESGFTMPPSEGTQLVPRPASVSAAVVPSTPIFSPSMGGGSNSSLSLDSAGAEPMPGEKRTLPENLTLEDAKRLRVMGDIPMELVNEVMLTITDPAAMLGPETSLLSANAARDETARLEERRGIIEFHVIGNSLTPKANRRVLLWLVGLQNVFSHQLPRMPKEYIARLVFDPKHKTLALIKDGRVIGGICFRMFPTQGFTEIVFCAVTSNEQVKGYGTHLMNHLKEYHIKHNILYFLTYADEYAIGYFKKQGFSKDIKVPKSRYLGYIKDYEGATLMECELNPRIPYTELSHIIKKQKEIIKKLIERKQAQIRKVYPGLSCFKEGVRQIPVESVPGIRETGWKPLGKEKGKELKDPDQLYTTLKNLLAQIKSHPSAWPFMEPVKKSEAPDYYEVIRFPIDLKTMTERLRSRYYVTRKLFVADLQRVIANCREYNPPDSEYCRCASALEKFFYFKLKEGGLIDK
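qHTS, 1536-well. 20nM enzyme, pH 7.5 HEPES/EDTA/Tween-20 buffer; 15 min compound preinc., RT. Start: 75uM H3(1-25), 70uM AcCoA, 50uM ThioGlo1. Read Ex340/Em540 at t=0 (autofluorescence flag) and t=20 min.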
DT40 TDP1 no CPT: qHTS for Inhibitors of human tyrosyl-DNA phosphodiesterase 1 (TDP1): qHTS in cells in absence of CPT. DT40 Tdp1-/- hTDP1 cells, no CPT, ATP luminescence, 48 h. Potency, µM (top dose mostly 46.2 µM), for inactives: top-dose activity change, negative = growth inhibition, usual class: inhibitors. actives 15% (n = 420,000). AID 686978, 2013; further: nearly all actives have a fitted effect of over 55% in size
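No-CPT arm: Tdp1-/-;hTDP1 DT40 cells (400/well) plus compounds, incubated ≥48 hr at 37 °C. Readout CellTiter-Glo luminescence.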
Starred values were filed as active, the others as inactive; ? = inconclusive; · = not tested or not shown; & = joins results of further samples. The call rests on the fitted dose curve; in most records, active means well fitted curve in the direction sought with a large enough effect; inconclusive means small, poorly fitted or top-dose-only effect, or another doubt; inactive means no such curve, though single readings can be large; an effect the other way counts as inactive or inconclusive. On the % scale 0 is the no-effect control and ±100 the full control effect; potency means the concentration at half of the fitted maximal effect.

SMILES	TDP1 block	KAT2A inh	DT40 TDP1 no CPT
Cc1ccc(NC(=O)N[C@H](C(=O)O)C(C)C)c(C)c1	1%	1%	?
CC1=C(C(=O)N2CCN(c3cccc(C)c3C)CC2)C2(CCCCC2)OC1=O	2%	1%	21µM*
C/C(=N\NC(=O)c1cccc(N/N=C(\C)c2ccco2)c1)c1ccco1	8%	-19%	?
C=CCNC(=O)N1CCC(n2nccc2NC(=O)CCCc2ccccc2)CC1	-2%	-2%	23%
Cc1ccc(CC2CC(=O)N(c3nc4ccccc4s3)C2=O)cc1 (stereo unspecified)	10%	-3%	1%
CCOC(=O)c1cc2sccc2n1CC(=O)N1CCCC1	2%	-8%	-15%
CC(=O)Nc1cc(C(N)=O)c(Cl)cc1Cl	3%	0%	4%
NS(=O)(=O)c1ccc(NC(=O)CN2CCCc3ccccc32)cc1	·	12%	-24%
COc1cccc(-c2csc(NC3OC(=O)c4c3ccc(OC)c4OC)n2)c1 (stereo unspecified)	-3%	-5%	?
Cc1cc(C)nc(-n2nc(C)c(Oc3ccccc3O)c2C)n1	0%	-1%	-4%
COc1cccc(-c2nn(C)c3sc(C(=O)NCc4cc(OC)ccc4OC)cc23)c1	5%	-13%	?
CCN(CC)S(=O)(=O)c1cc(C)c(C)cc1OCC(=O)NC1CCCC1	0%	-4%	21µM*
O=C(CSc1nnc(Cn2nnc3ccccc32)o1)Nc1ccc(Cl)cc1	-5%	2%	-7%
CCOc1ccc(N=Nc2c(C)noc2C)cc1	4%	-8%	18%
O=C(CCc1nc2ccccc2[nH]c1=O)OCc1ccc(S(=O)(=O)N2CCOCC2)cc1	2%	-21%	-10%
Cc1ccccc1C(=O)Nc1ccc(O)c2c(=O)cc(-c3ccccc3Cl)oc12	8%	0%	?
Cc1cc(C)n(C(=O)CCCn2cc([N+](=O)[O-])cn2)n1	-1%	-18%	1%
O=C(CCNC(=O)OCc1ccccc1)NC1CCCCCC1	0%	-3%	-18%
N#CC(Nc1ccccc1)c1ccccc1OCc1ccccc1 (stereo unspecified)	2%	-11%	-13%
O=S1c2ccccc2Nc2ccccc21	-3%	-9%	-9%
C=CCn1c(C)cc(C(=O)COC(=O)/C=C/c2ccc(OC)cc2)c1C	0%	-13%	-22%
Cc1c(NC(=O)C(C)C)cccc1-c1nc2ncccc2o1	4%	-13%	14%
COC(=O)Nc1ccc(S(=O)(=O)Nc2cc(C(F)(F)F)c[nH]c2=O)cc1	-3%	-1%	-12%
COc1ccc(C(=O)N2CCCC(CCC(=O)NCc3ccc(F)c(F)c3)C2)cc1F (stereo unspecified)	-7%	-5%	?
CC(=O)c1ccc(NC(=O)CSc2cn(CC(=O)N(C(C)C)C(C)C)c3ccccc23)cc1	5%	-8%	15µM*
CCCCCn1c(CN2CCN(c3ccc(OC)cc3)CC2)nc2c1c(=O)[nH]c(=O)n2C	14%	5%	23µM*
CCn1c(C(=O)NCc2ccccc2C)cc2oc3ccccc3c21	6%	-11%	?
COC(=O)C1=C(C(=O)OC)N2C=CC=CC2(C)C(C(=O)OC)=C1C(=O)OC (stereo unspecified)	-3%	-13%	-14%
CCOC(=O)CNC(=O)C1CCCCC1	1%	·	0%
COc1cccc(NC(=O)CC2(CC(=O)O)CCCC2)c1	10%	1%	4%
CC1CCCCC1NC(=O)CCNS(=O)(=O)c1ccc(Cl)cc1 (stereo unspecified)	2%	-1%	-9%
Cc1ccc(C(=O)NCCc2ccncc2)cc1	3%	-1%	-8%
O=C(CN(C(=O)CCC(=O)Nc1nccs1)c1ccc(F)cc1)NCC1CCCO1 (stereo unspecified)	-2%	-8%	-7%
C=CC[C@@H](Cc1ccc(F)cc1)C(=O)OC[C@@H]1CCCN1C(=O)[C@@H](CC=C)CC(=O)NCCO	0%	0%	-16%
O=[N+]([O-])c1ccc2c(c1)nc1n2CCN(C2CCCCC2)C1	8%	-13%	?
COCCn1c(=O)c(-c2ccc(Cl)cc2)nc2cnc(N3CCNCC3)nc21	·	?	12µM*
COC(=O)CSc1nc(N)c(C#N)c(-c2ccco2)c1C#N	-2%	-6%	-2%
O=C(Nc1cc(-c2nc3ccccc3o2)ccc1Cl)c1cc([N+](=O)[O-])ccc1N1CCOCC1	5%	-6%	-24%
Cc1cc(C)c(C)c(OCCOCCN2CCOCC2)c1	0%	-20%	-7%
COc1ccccc1OCc1nnc(SCC(=O)NCc2ccco2)n1Cc1ccco1	?	-16%	-1%
O=C(Oc1ccccc1)c1cccc(N2C(=O)CCC2=O)c1	4%	0%	0%
COC(=O)c1ccc(Cn2nc(-c3ccc(C)c(C)c3)ccc2=O)cc1	-5%	-4%&-6%	?
Cc1ccc(C(=O)NCC(=O)OC(C)C(=O)Nc2ccccc2[N+](=O)[O-])s1 (stereo unspecified)	2%	-3%	-2%
O=C(O)c1ccccc1CSc1ncccc1C(=O)O	-8%	-8%	-4%
CC(=O)OCC1OC(n2ncc(=O)n(Cc3ccccc3)c2=O)C(OC(C)=O)C1OC(C)=O (stereo unspecified)	1%	2%	-18%
O=C(c1ccccc1F)N1CCN(c2ccc([N+](=O)[O-])c(N3CCOCC3)c2)CC1	-1%	-6%	-17%
O=c1cc2c(n[nH]1)CCCC2	0%	-6%	-3%
C/C(=N\Nc1cc(-c2ccccc2)nc(-c2ccccc2)n1)c1ccc(O)c(C)c1	-5%	4%	?
COc1ccc(NS(=O)(=O)c2c(C)[nH]c(=O)[nH]c2=O)c(OC)c1	0%	-3%	4%
COc1ccc(/C=C/c2nccc3c2[nH]c2ccccc23)cc1	3%	·	11µM*
O=C(CSc1ncc2c(n1)-c1cc(Cl)ccc1N(Cc1ccccc1F)S2(=O)=O)Nc1cccc(C(F)(F)F)c1	-3%	25%	?
CCOC(=O)C(C)Oc1ncnc2cccc(F)c12 (stereo unspecified)	5%	-4%	-4%
CCc1ccc(C2CC(c3cccc(OC)c3)n3nc(N)nc3N2)cc1 (stereo unspecified)	3%	-1%	?
COc1cc(NC(=O)c2nc3nc(C)cc(C(F)F)n3n2)c(OC)cc1Cl	1%	-2%	22%
CCCc1nnc(SCC(=O)NC2CC2)n1C	14%	-8%	-8%
CCOc1cc(/C=C\[N+](=O)[O-])ccc1OCC(=O)N1CCOCC1	3%	2%	2.3µM*
Cc1onc(-c2c(Cl)cccc2Cl)c1COC(=O)c1ccc(Cl)cc1	·	-5%	-13%
COc1ccc(C)cc1NC(=O)CSc1nc(=O)n(Cc2ccncc2)c2c1CCC2	8%	1%	?
CCc1ccc(OC)c(S(=O)(=O)Nc2ccccc2C)c1	-2%	-2%	-14%
Cc1ccc(OCn2c(=O)sc3ccccc32)cc1	·	-11%	?
New compounds follow.
SMILES	TDP1 block	KAT2A inh	DT40 TDP1 no CPT
Cc1ccccc1CN1C(=O)/C(=C\c2ccc(C(=O)NCCN3CCOCC3)cc2)Sc2ccccc21	7%	-14%	?
C(=N\Nc1nccc(-c2cccnc2)n1)/c1ccccc1	-2%	-14%	?
CCOC(=O)c1c(C)[nH]c(C(=O)O)c1C	-3%	-1%	-2%
COc1ccc(C(=O)c2cc3ccc(O)cc3oc2=O)cc1	2%	-5%	-22%
O=C(Nc1ccccc1C(F)(F)F)c1ccc(CN2CCC(Cc3ccccc3)CC2)cc1	3%	-5%	-96%
N#Cc1ccccc1OCC(=O)OCC(=O)NC1CCCCCC1	1%	1%	1%
Cc1cc(C)cc(C(=O)N2CC(C)OC(C)C2)c1 (stereo unspecified)	4%	0%	1%
C/C(=N\O)C(C)(C)NC(=O)Nc1ccc(Cl)cc1	2%	-8%	-8%
COc1ccc(Br)c(C(=O)NNC(=O)c2ccc(NS(=O)(=O)c3cccs3)cc2)c1	3%	-5%	0%
Cc1[nH]n(-c2ccccc2)c(=O)c1/C=N/NC(=O)c1ccc(O)cc1O	·	-3%	21µM*
COc1ccc(OC)c(-n2c(=S)[nH]c3cc(C(=O)NCCCN4CCCC4=O)ccc3c2=O)c1	5%	4%	·
COc1ccc(/C=C/c2c([N+](=O)[O-])c(=O)n(C)c(=O)n2C)c(OC)c1	3%	-12%	-26%
CCOC(=O)CN1C(=O)CC(c2ccc([N+](=O)[O-])cc2)C1=O (stereo unspecified)	·	4%	5%
COc1ccc(F)cc1S(=O)(=O)Nc1cccc(-c2ccc(N3CCCCCC3)nn2)c1	4%	-16%	?
CC(=O)N1CCN(C(=O)c2oc3ccccc3c2C)CC1	4%	0%	1%
NS(=O)(=O)c1ccc(CNC(=S)NCc2ccc(Cl)cc2)cc1	0%	-7%	?
CN1CCN(c2ccc([N+](=O)[O-])cc2C(=O)Nc2ccccc2)CC1	-10%	-13%	?
COc1ccc(C(C(=O)NC2CCCC2)N(CC2CCCO2)C(=O)Cc2cccs2)cc1OC (stereo unspecified)	1%	0%	8%
C=CCn1c(SCC#N)nc2ccccc2c1=O	3%	-21%	-26%
COC(=O)c1ccc(C(=O)N2CCCC(Nc3ccc(C(C)C)cc3)C2)cc1 (stereo unspecified)	7%	-5%	-20%
O=C(Nc1cccc(F)c1)c1ccc(S(=O)(=O)N2CCCC2)cc1	-3%	-1%	?
CC(=O)N1CCC[C@@]2(CCN(c3ccccc3)C2)C1	·	14%	-21%
O=C(CCCCl)OCc1cn(-c2ccc(Cl)cc2)nn1	0%	-6%	-6%
COc1ccccc1NC(=O)CSc1nnnn1C1CCCC1	-2%	-6%	-11%
Cc1nnc(SCC(=O)N(C)C2CCS(=O)(=O)C2)n1Cc1ccccc1 (stereo unspecified)	2%	19%	1%
CCOc1ccc2nc(N(CCN(CC)CC)C(=O)c3ccc([N+](=O)[O-])cc3)sc2c1	8%	-3%	-6%
CCc1cccc2c(C(=O)COC(=O)c3c(C)noc3C)c[nH]c12	6%	10%	?
COc1ccc(S(=O)(=O)CC(=O)c2cc3cc(Br)ccc3oc2=O)cc1	6%	?	12µM*
CCC1CCC(C(=O)NC(C(=O)NCCN(CC(C)C)CC(C)C)C(C)C)CC1 (stereo unspecified)	6%	-2%	6%
COc1ccccc1N1CCN(C(=O)c2cnc(N3CCCCC3)c3ccccc23)CC1	2%	-19%	3.7µM*
COc1cccc(NC(=O)Cc2ccccc2)c1	-1%	2%	-14%
NC(=O)C1CCN(CCC(=O)Nc2ccc3c(c2)CCC3)CC1	3%	-1%	-10%
COc1ccc(N2CCN(S(=O)(=O)CCNC(=O)C34CC5CC(CC(C5)C3)C4)CC2)cc1	10%	-10%	?
Cc1ccc(C(=O)NC(C(=O)OCc2cn3cc(Cl)ccc3n2)C(C)C)cc1 (stereo unspecified)	0%	-1%	-28%
NS(=O)(=O)c1cccc(NC(=O)CCc2ccc(S(=O)(=O)N3CCOCC3)cc2)c1	-6%	-14%	-7%
O=C(NCc1ccco1)C(Cc1ccccc1)N1C(=O)C2C3C=CC(C3)C2C1=O (stereo unspecified)	-1%	-11%	-2%
CC(C)c1nc2oc3c(NCCO)ncnc3c2c2c1COC(C)(C)C2	·	-5%	?
Cc1ccc2c(CC(=O)OCC(=O)Nc3ccc(Cl)cn3)coc2c1	6%	-16%	1%
Cc1cccc(N(C(=O)Cc2cccs2)C(C(=O)NCc2ccco2)c2ccncc2)c1 (stereo unspecified)	6%	-1%	?

Filtered by structure, the entries above with a Cl atom.
SMILES	TDP1 block	KAT2A inh	DT40 TDP1 no CPT
CC(=O)Nc1cc(C(N)=O)c(Cl)cc1Cl	3%	0%	4%
O=C(CSc1nnc(Cn2nnc3ccccc32)o1)Nc1ccc(Cl)cc1	-5%	2%	-7%
Cc1ccccc1C(=O)Nc1ccc(O)c2c(=O)cc(-c3ccccc3Cl)oc12	8%	0%	?
CC1CCCCC1NC(=O)CCNS(=O)(=O)c1ccc(Cl)cc1 (stereo unspecified)	2%	-1%	-9%
COCCn1c(=O)c(-c2ccc(Cl)cc2)nc2cnc(N3CCNCC3)nc21	·	?	12µM*
O=C(Nc1cc(-c2nc3ccccc3o2)ccc1Cl)c1cc([N+](=O)[O-])ccc1N1CCOCC1	5%	-6%	-24%
O=C(CSc1ncc2c(n1)-c1cc(Cl)ccc1N(Cc1ccccc1F)S2(=O)=O)Nc1cccc(C(F)(F)F)c1	-3%	25%	?
COc1cc(NC(=O)c2nc3nc(C)cc(C(F)F)n3n2)c(OC)cc1Cl	1%	-2%	22%
Cc1onc(-c2c(Cl)cccc2Cl)c1COC(=O)c1ccc(Cl)cc1	·	-5%	-13%
C/C(=N\O)C(C)(C)NC(=O)Nc1ccc(Cl)cc1	2%	-8%	-8%
NS(=O)(=O)c1ccc(CNC(=S)NCc2ccc(Cl)cc2)cc1	0%	-7%	?
O=C(CCCCl)OCc1cn(-c2ccc(Cl)cc2)nn1	0%	-6%	-6%
Cc1ccc(C(=O)NC(C(=O)OCc2cn3cc(Cl)ccc3n2)C(C)C)cc1 (stereo unspecified)	0%	-1%	-28%
Cc1ccc2c(CC(=O)OCC(=O)Nc3ccc(Cl)cn3)coc2c1	6%	-16%	1%

A portion of the library; the hit share may differ from the screen's.
